Assay outcomes (PubChem)
hIAP act = increases human intestinal alkaline phosphatase activity; actives 0.16% (n = 330,000); activation factor at 10 µM; P09923; AID 2524; purified human IAP, CDP-Star luminescence, 30 min; active compounds read high; 1 = vehicle-only enzyme, 0 = enzyme-free background;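 active = activation factor of the enzyme at least 2-fold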; also: the source names both 10 and 20 µM as test concentration; values of inactives mirror those of a sister screen read the other way
NR3A LBD binder = NR3A (human) ligand-binding domain modulation; NR3A LBD differential scanning fluorimetry, Tm shift; 0% = protein alone, 100% = glycine-bound protein; Tm shift relative to glycine control, % at 25 µM; actives 2.5% (n = 340,000); AID 1259313;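 active = melting temperature shift of at least 10% of the positive control shift, at one fixed dose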
SENP6 inh = SENP6 protease inhibition; Q9GZR1; Recombinant SENP6 catalytic domain, aminoluciferin luminescence; inhibition, % at 10 µM; actives 1.8% (n = 330,000); AID 2599;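 active = inhibition above about 50% at the single tested dose, limit read from the data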;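 also: plate controls were DMSO wells with enzyme for no effect and DMSO wells lacking enzyme for full effect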
Target sequence (Q9GZR1 628-1112 limits assumed): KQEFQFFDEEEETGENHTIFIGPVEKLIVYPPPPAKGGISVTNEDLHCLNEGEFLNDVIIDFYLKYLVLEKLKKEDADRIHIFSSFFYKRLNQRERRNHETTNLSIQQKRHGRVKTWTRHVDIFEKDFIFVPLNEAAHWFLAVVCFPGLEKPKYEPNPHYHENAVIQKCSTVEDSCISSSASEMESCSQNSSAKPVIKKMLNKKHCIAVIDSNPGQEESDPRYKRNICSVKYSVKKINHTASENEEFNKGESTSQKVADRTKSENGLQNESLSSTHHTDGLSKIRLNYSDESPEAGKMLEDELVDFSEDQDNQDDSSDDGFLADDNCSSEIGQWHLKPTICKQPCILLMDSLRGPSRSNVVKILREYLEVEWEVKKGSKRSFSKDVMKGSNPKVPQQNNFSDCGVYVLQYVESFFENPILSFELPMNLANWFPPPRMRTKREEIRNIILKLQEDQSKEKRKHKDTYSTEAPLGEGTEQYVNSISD
SENP1 inh = blocks the human SENP1 SUMO protease catalytic domain | actives 0.21% (n = 360,000) | recombinant SENP1 catalytic domain, CyPet-SUMO1-YPet FRET cleavage | Q9P0U3 | AID 624204 | inhibition, % at 10 µM;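 active = inhibition at least 30% at 10 µM, raw YFP signal under a set limit, fluorescence ratio 0.5 to 1.5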;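 also: 0% = enzyme with DMSO and 100% = no enzyme wells; some results filed as inactive read as strong as hits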
Target sequence (Q9P0U3 419-644 limits assumed): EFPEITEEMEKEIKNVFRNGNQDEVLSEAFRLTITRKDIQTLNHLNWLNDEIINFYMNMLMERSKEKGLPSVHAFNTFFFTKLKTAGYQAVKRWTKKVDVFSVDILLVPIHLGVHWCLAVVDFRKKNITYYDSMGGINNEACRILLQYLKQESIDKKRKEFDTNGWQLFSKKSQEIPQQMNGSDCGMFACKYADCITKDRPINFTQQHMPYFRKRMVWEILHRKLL
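system = hSENP1 catalytic domain, recombinant | reagent = SFCypet-SUMO1-SFYpet substrate at 25 nM | doses = one dose per compound, 10 µM, 0.5% DMSO | incubation = enzyme reaction for 50 min at room temperature, dark | measured by = FRET, CFP and YFP emission | controls = no-enzyme low, enzyme-DMSO high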
MPTP inh = blocks calcium-induced mitochondrial swelling; isolated mouse mitochondria, Ca2+ swelling absorbance, 30 min; inhibition, % at 10 µM; actives 1.4% (n = 360,000); AID 602449;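 active = inhibition of 50% or more, scaled per plate between neutral and stimulator controls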;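 also: 0% = DMSO wells given calcium and 100% = 1 mM EGTA wells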
SENP8 block = inhibitors of human SENP8 protease; actives 0.64% (n = 360,000); recombinant SENP8, Nedd8 substrate fluorescence; inhibition, % at 20 µM; Q96LD8; in the data active = inhibition mostly above about 40%, no sharp cut-off; inactive = mostly below about 27%
Target sequence (Q96LD8 whole entry, looked up): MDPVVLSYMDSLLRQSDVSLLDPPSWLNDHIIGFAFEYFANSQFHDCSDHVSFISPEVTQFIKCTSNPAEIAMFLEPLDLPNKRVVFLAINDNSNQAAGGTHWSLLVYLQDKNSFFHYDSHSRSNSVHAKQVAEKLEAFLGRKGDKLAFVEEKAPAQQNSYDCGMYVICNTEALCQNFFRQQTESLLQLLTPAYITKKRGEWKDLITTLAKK
ATG4B inhibitor = blocks human ATG4B protease cleavage of LC3 substrate; Q9Y4P1; ATG4B cleavage of LC3-PLA2, NBD-HPC fluorescence, 1 h; inhibition, % at 8.33 µM; actives 0.51% (n = 340,000); in the data active = inhibition above about 40%
PfGluPho inh = PfG6PD (Plasmodium falciparum) enzyme inhibition. PfGluPho enzyme, NADPH resazurin-diaphorase fluorescence. inhibition, % at 20 µM. actives 0.78% (n = 350,000). AID 504690;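 active = inhibition reaching at least a set limit at 20 µM in the primary screen, cut at about 59% in these data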;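 also: 0% = DMSO wells with substrate and 100% = DMSO wells lacking glucose-6-phosphate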
* marks the source's active call; other numbers are inactive results; . = not tested or not shown.

SMILES	hIAP act	NR3A LBD binder	SENP6 inh	SENP1 inh	MPTP inh	SENP8 block	ATG4B inhibitor	PfGluPho inh
CCC(C)NC(=S)N(CCc1ccccc1)Cc1cc2cc(OC)c(OC)cc2[nH]c1=O (configuration not stated)	1	0	-28	3	-0.7	-435	1	4
O=C(CSc1nnc(-c2ccncc2)n1-c1ccccc1)N1CCN(c2ccc(Cl)cc2)CC1	1.1	-3	9	1	2.7	20	-3	-3
CCOC(=O)N1CCN(Cc2nc3c(c(=O)n(C)c(=O)n3C)n2Cc2ccccc2)CC1	0.84	0	1	-3	-0.3	-6	-19	13
Cc1cccc2cc(CN(Cc3ccco3)S(=O)(=O)c3ccc4c(c3)OCCO4)c(=O)[nH]c12	0.95	0	1	1	-2.4	-35	-3	0
CC12CCC3c4ccc(OCC(=O)O)cc4CCC3C1CCC2=O (configuration not stated)	.	1	.	-4	-0.3	-3	-10	-1
O=C(COC(=O)Cn1[nH]c(=O)c2ccccc2c1=O)Nc1ncc(Cl)cc1Cl	1	0	-5	-8	0.1	-10	4	-7
O=C(CCC(=O)NC1CCCCCCC1)Nc1nnc(C(F)(F)F)s1	1.1	2	-2	1	0.7	11	7	-16
CCOC(=O)C1=C(COC(=O)/C=C/c2cccc(F)c2)NC(=O)NC1C (configuration not stated)	0.99	3	11	0	-0.2	15	-5	-4
CCc1cc2cc(C(=O)N3CCN(c4ccccc4)CC3)sc2s1	1.1	1	-25	2	-6.7	22	-4	-13
Cn1c(N)c(C(=O)COC(=O)c2ccc(-c3ccccc3)cc2)c(=O)n(C)c1=O	0.96	4	-7	0	0.6	6	-4	10
COc1ccccc1CNC(=O)C1Cc2cc(S(=O)(=O)N3CCCCC3)ccc2N1C(C)=O (configuration not stated)	1.2	1	-15	1	-0.7	16	-4	-12
O=C(COC(=O)CN1C(=O)C2CCCCC2C1=O)Nc1ccc(S(=O)(=O)N2CCOCC2)cc1 (configuration not stated)	0.97	-8	-42	0	0.2	6	-3	-11
CCC(=O)c1ccc(OCC(=O)OCC(=O)NCC2CCCO2)cc1 (configuration not stated)	0.85	-1	6	-1	-0.2	13	7	-14
Cc1ccc(S(=O)(=O)NCC(=O)N(CC(=O)NCC2CCCO2)CC2CCCO2)cc1 (configuration not stated)	1.2	-1	11	1	0.6	16	-1	2
CCCCOc1ccccc1N	1.4	-1	5	3	2.0	8	3	-14
O=C(COC(=O)CNS(=O)(=O)c1ccc(F)c(F)c1F)Nc1ccc(OC(F)F)cc1	0.85	1	-22	1	3.0	14	-7	5
CS(=O)(=O)N1Cc2ccccc2CC1C(=O)OCC(=O)NCCc1ccc(S(N)(=O)=O)cc1 (configuration not stated)	1.1	-5	-13	0	-2.9	1	-13	-3
Cc1cc(NC(=O)/C=C/c2ccccc2)no1	1.1	2	-24	2	0.5	16	-8	-6
CC(C)=CCOc1ccc2c(C)c(CC(=O)N3C[C@H]4C[C@@H](C3)c3cccc(=O)n3C4)c(=O)oc2c1C	0.97	-3	3	-107	2.0	-195	-16	-6
CC(C)(C)NC(=O)COC(=O)c1nsc(Cl)c1Cl	1.1	0	-22	1	-2.1	11	1	-6
COc1ccc(N2CCN(c3nc4c(C)cccn4c(=O)c3C=C(C#N)C#N)CC2)cc1	0.79	-7	9	-53	-0.9	-37	4	11
COc1cccc(N2CCN(S(=O)(=O)c3ccc4c(c3)oc(=O)n4C)CC2)c1	1.2	-8	0	1	-0.8	7	-6	3
O=C(CCn1ccc2cc(S(=O)(=O)N3CCCC3)ccc21)NCCc1ccccc1	1.2	2	1	0	-0.3	16	-7	-1
CSc1ccccc1NC(=O)C1=CC(c2cccs2)=NS(=O)(=O)N1C	0.82	-7	0	0	-2.2	3	-11	54
Cc1nc2sccn2c(=O)c1Br	1	-4	-16	0	-1.1	-4	7	15
O=C(/C=C/c1cccc(F)c1)N(c1ccccn1)C1CCCCC1	0.91	4	8	-2	1.0	4	7	4
CC(C)C(CCN1C(=O)CCC1=O)C1CCOC(C)(C)C1 (configuration not stated)	0.97	2	3	0	0.6	17	-4	-8
C=CC[C@@H](Cc1ccc(F)cc1)C(=O)OC[C@H]1CCCN1C(=O)[C@H](CC=C)CC(=O)NCCO	1.1	-1	0	1	-3.2	18	-5	2
COc1cc(COc2ccc3c(C)c(Cc4ccccc4)c(=O)oc3c2C)cc(OC)c1OC	0.91	5	-10	-9	3.6	-393	-11	20
CC(NS(=O)(=O)c1ccc(Br)cc1)C(c1cccs1)N1CCOCC1 (configuration not stated)	0.73	-1	-4	0	-0.8	24	-9	14
CCOC(=O)N1CCC(NC(=O)CCCC(=O)O)CC1	0.97	0	-32	1	1.1	24	-4	0
COc1ccc(N2CS(=O)(=O)/C(=C/N(C)C)C2=O)cc1	0.99	1	-1	-1	1.1	12	3	-1
CCOCCCNC(=O)C1CCCN1C(=O)Nc1ccccc1[N+](=O)[O-] (configuration not stated)	0.96	0	-8	2	1.0	14	0	-2
CCCN(CC1COc2ccccc2O1)C(=S)Nc1ccc(C)cc1 (configuration not stated)	1.1	-5	-19	-1	2.3	20	4	8
CCCCNC(=S)N(CCN(CC)CC)Cc1cc2cc3c(cc2[nH]c1=O)OCCO3	1	-2	25	-21	-1.8	-434	-4	10
C[C@@H]1CCCCO[C@H](CN(C)C(=O)Cc2ccccc2)[C@@H](C)CN([C@H](C)CO)C(=O)c2cc(NC(=O)Nc3ccccc3)ccc2O1	.	.	.	1	0.1	9	.	2
O=C(Cc1cccc(NC(=O)C2CCCN(C(=O)C3CCCC3)C2)c1)Nc1cccc(C(=O)N2CCOCC2)c1 (configuration not stated)	.	5	.	1	-2.0	9	0	5
CCOc1ccc(Br)cc1C(=O)N/N=C/c1ccccn1	1.3	1	-25	-5	-0.6	8	-1	11
C=CCNC(=O)C1CCN(S(=O)(=O)c2ccccc2)CC1	1.2	-1	2	2	-0.2	23	-9	2
COc1ccc(N2CCN(C(=O)CNC(=O)Cc3ccccc3)CC2)cc1	1.2	-1	-4	-1	-0.4	7	1	-5
Cc1cc(C(=O)NN)n[nH]1	0.81	1	6	1	0.7	5	-1	-8
CCOC(=O)C1(CCOC)CCN(C(=O)c2sccc2C)CC1	1	0	-14	1	-0.1	18	-3	-16
Cc1ccc(NC(=O)C(OC(=O)c2ccc(C=O)cc2)c2ccccc2)cc1Cl (configuration not stated)	0.96	6	0	3	21	7	38	-5
Cc1ccc(NC(=O)Cn2cc3c(n2)CCC(C)C3)cc1 (configuration not stated)	0.92	-2	8	2	0.5	3	3	4
COc1cc(C=C(C(C)=O)C(C)=O)ccc1O	0.97	0	-13	3	1.3	24	0	23
CC(C)(C)c1nc(NC(=O)Nc2ccccc2)sc1Br	0.95	3	-34	1	94*	8	17	31
O=C(O)c1cccc(OCc2ccccc2Cl)c1	0.91	-2	94*	1	-0.6	8	8	-36
O=C(CNC(=O)c1cccs1)Nc1ccc2c(c1)OCCO2	1.1	0	-15	2	0.9	3	-6	-15
CCOC(=O)CN1C(=O)C(C)(C)Oc2ccc(C(=O)Nc3ccccc3)cc21	0.93	2	11	0	2.7	22	-4	17
COc1cc(OC)cc(C(=O)NCc2n[nH]c(=S)n2-c2ccccc2)c1	1.1	-2	14	3	2.8	10	2	45
Cc1cc(NC(=O)CCC(=O)N(CC(=O)NC2CCCC2)c2ccc(C)c(F)c2)no1	1.2	0	13	2	0.1	10	-15	-21
O=C(NCC1CCCO1)/C(=C\c1cccc([N+](=O)[O-])c1)NC(=O)c1ccccc1 (configuration not stated)	1.1	0	-10	0	0.1	9	-7	7
Cc1nc2c(C)cccn2c(=O)c1NC(=O)c1ccc(Br)o1	1.2	1	1	2	0.0	-31	7	-14
CCOC(=O)c1cc2sccc2n1CC(=O)c1ccc2c(c1)OCCO2	0.99	-1	-5	-2	0.3	12	8	7
O=C(CC1C(=O)NCCN1CC(c1ccccc1)c1ccccc1)NCCc1cn[nH]c1 (configuration not stated)	1.1	-1	-15	-5	-0.9	-15	29	-13
CC(C)CCN1CCC(CN2C(=O)C(=O)NC[C@@H]2Cc2ccccc2)CC1	.	3	.	0	0.6	-2	.	12
Cc1cc(OCc2nnc(SC(C)C(=O)O)n2-c2ccccc2)ccc1Cl (configuration not stated)	0.85	-1	11	-1	0.2	7	15	-37
O=S1(=O)CCC(NC(=S)N2CCCCCC2)C1 (configuration not stated)	1	0	-14	-1	0.1	7	3	8
O=C(CCc1ccccc1)NC(=S)Nc1ccc(S(=O)(=O)N2CCOCC2)cc1	0.96	5	1	2	-4.4	10	-4	-1
Cc1[nH]n(-c2cccc(Cl)c2)c(=O)c1-c1ccccc1	0.96	-14	2	0	7.3	11	-4	5
Additional compounds follow:
SMILES	hIAP act	NR3A LBD binder	SENP6 inh	SENP1 inh	MPTP inh	SENP8 block	ATG4B inhibitor	PfGluPho inh
Cc1c(CN(C)C(=O)CSc2nc(-c3ccco3)cc(C(F)(F)F)n2)cnn1C	1.1	-1	-15	-3	0.8	-11	-17	-5
CC(C)Sc1nnc(Nc2ccccc2)s1	1	0	49	2	-0.6	13	-1	14
CCOC(=O)c1c(C)n(C)c2ccc(OC)c(NC(=O)CN3CCN(Cc4ccccc4)CC3)c12	0.96	-1	-4	5	0.7	14	-9	0
CN1CCN(C(=S)c2cn(Cc3ccc(F)cc3)c3ccccc23)CC1	0.81	0	8	-1	0.5	8	-9	8
c1ccc2c(c1)c1cccc3ccc4cccc2c4c31	0.93	0	-15	-5	1.0	-386	1	4
CC1CCC(O)(C(C(=O)O)c2ccccc2)CC1 (configuration not stated)	.	0	.	0	0.1	-2	-7	-6
C[C@@H]1CN([C@H](C)CO)C(=O)CCCn2nncc2CO[C@H]1CN(C)Cc1ccc2c(c1)OCCO2	.	.	.	0	-0.9	3	.	6
CCN(CC)C(=O)C1CCCN(c2ccc([N+](=O)[O-])cc2/C=N/NC(=O)c2cccc([N+](=O)[O-])c2)C1 (configuration not stated)	0.85	-5	-3	-5	4.1	3	4	-4
CSc1ncccc1C(=O)OCC(=O)Nc1ccc2c(c1)OCO2	1.1	-2	1	-2	-0.1	8	-7	-5
COc1cc(SC)ccc1C(=O)N1CCN(S(=O)(=O)/C=C/c2ccccc2)CC1	0.93	0	1	1	-1.1	9	-11	10
Cc1ccc(C)c(S(=O)(=O)NCC(=O)NCc2ccco2)c1	1	-7	-2	0	11	15	-2	-10
Nc1ccc(S(N)(=O)=O)cc1N	1	-1	1	-18	2.5	-29	19	60*
COc1ccc(-c2cc(C(=O)N(C)Cc3ccc(F)cc3)c3ccccc3n2)cc1OC	1.4	1	-12	-2	0.9	-420	-14	8
Cc1oc2cc3oc(=O)c(CCC(=O)NCCC(=O)O)c(C)c3cc2c1C	1	0	14	-32	5.9	-300	-1	-10
COc1ccc(N2CCN(C(=O)c3cc(=O)c4cc(C)cc(C)c4o3)CC2)cc1	1	-2	7	1	0.8	21	-1	3
CCCCOC(=O)C1=C(C)NC2=C(C(=O)CCC2)C1c1cc(OC)ccc1OC (configuration not stated)	1.3	-3	-13	-58	-0.1	-281	9	12
Cc1csc(NC(=O)c2ccc(C)s2)n1	1.1	-1	0	-8	0.9	-53	1	31
Cc1cccn2cc(CCNC(=O)c3cccs3)nc12	0.83	0	6	2	0.8	18	-1	9

Compound profiles (already shown).
Nc1ccc(S(N)(=O)=O)cc1N across the screens: hIAP act: 1; NR3A LBD binder: -1; SENP6 inh: 1; SENP1 inh: -18; MPTP inh: 2.5; SENP8 block: -29; ATG4B inhibitor: 19; PfGluPho inh: 60*
COc1cc(SC)ccc1C(=O)N1CCN(S(=O)(=O)/C=C/c2ccccc2)CC1 across the screens: hIAP act: 0.93; NR3A LBD binder: 0; SENP6 inh: 1; SENP1 inh: 1; MPTP inh: -1.1; SENP8 block: 9; ATG4B inhibitor: -11; PfGluPho inh: 10
